# Screening data deposited in PubChem by several laboratories.
# OX1R antag: human HCRTR1 antagonism. 330,000 tested, 0.43% active. AID 434989. CHO/OX1R cells, Fluo-8 calcium fluorescence, orexin A. inhibition, % at 5 µM. O43613;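 active = inhibition above its plate's threshold, mean inhibition of all tested compounds on the plate plus 3 SD, cut at about 37% in these data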;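 also: 0% = orexin A challenge wells and 100% = SB-334867-A antagonist wells; not every result past the cut was called active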
# Target sequence (O43613 whole entry, looked up): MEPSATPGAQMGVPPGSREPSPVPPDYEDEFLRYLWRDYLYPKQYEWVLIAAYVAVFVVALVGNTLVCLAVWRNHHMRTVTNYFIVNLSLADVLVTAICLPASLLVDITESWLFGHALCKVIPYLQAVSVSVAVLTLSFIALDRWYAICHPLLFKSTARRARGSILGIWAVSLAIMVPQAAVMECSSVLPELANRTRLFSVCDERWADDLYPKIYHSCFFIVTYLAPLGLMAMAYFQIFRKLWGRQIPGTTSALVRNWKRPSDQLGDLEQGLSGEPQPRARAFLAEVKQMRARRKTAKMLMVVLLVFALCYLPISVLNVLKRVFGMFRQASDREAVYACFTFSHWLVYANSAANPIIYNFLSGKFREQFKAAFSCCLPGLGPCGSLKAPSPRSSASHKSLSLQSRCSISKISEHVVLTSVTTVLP
# CHT allo act: allosteric activators of human choline transporter CHT; CHT-expressing cells, membrane potential dye, choline EC20; hits give high values; LV-AA mutant CHT in HEK293 cells; B-score at 10 µM; 310,000 tested, 0.49% active; AID 488977;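 active = initial fluorescence not abnormally high and integrated response B-score, plate-corrected, over 3 SD above library mean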
# Target sequence (Q9GZV3 whole entry, looked up): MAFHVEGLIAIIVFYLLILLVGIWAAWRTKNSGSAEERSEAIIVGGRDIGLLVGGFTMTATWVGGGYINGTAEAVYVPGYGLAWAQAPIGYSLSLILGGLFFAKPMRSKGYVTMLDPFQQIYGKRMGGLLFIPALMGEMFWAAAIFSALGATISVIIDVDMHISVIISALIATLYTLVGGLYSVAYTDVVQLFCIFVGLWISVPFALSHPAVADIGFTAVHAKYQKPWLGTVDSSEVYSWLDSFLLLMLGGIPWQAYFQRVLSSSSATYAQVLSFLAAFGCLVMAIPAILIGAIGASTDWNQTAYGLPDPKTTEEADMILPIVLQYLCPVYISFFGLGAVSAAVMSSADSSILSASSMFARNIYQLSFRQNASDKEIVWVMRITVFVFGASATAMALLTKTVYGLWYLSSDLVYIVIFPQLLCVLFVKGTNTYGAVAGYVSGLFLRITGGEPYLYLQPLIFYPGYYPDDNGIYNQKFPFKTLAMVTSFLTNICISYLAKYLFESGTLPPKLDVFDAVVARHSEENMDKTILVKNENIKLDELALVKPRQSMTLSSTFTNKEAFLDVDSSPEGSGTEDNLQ
# * marks the source's active call; other numbers are inactive results; i = inactive; · = not tested or not shown; & = joins results of further samples.
# Results follow in this order: OX1R antag | CHT allo act
> CCOc1ccccc1NC(=O)CSc1nnc(C2CC2)n1CC
    -9 | i
> Nn1c(SCC(=O)NC2CCS(=O)(=O)C2)nc2scc(-c3ccccc3)c2c1=O (configuration not stated)
    -14 | ·
> Cc1ccc(C(=O)Nc2cc(C)nn2CCC#N)cc1
    -12 | i
> CNC(=O)CC1C(=O)N(c2ccc(Cl)cc2)C(=S)N1NC(=O)c1cccc(F)c1 (configuration not stated)
    -14 | i
> CC(C)(C)n1nnnc1CN1CCN2CCCC2C1 (configuration not stated)
    -10 | i
> CCOc1cc(/C=N/Nc2nn3cnnc3c3ccccc23)ccc1O
    1 | i
> O=S(=O)(c1ccc(Cl)cc1)N1CCC(n2cnc3cc(C(F)(F)F)ccc32)CC1
    -36 | i
> CCOC(=O)NC(=O)/C(C#N)=C\Nc1sccc1C(=O)OC
    33 | i
> Cc1ccc2oc3c(c(=O)c2c1)C(c1cccc(O)c1)N(c1ccccn1)C3=O (configuration not stated)
    -24 | i
> O=C(CSc1nc2ccccc2c(=O)n1CCCN1CCOCC1)c1c[nH]c2ccccc12
    -14 | i
> COc1ccc(Cl)c2sc(N(CCN(C)C)C(=O)c3ccc4c(c3)OCCO4)nc12
    3 | i
> CCOc1ccc(CCNC(=O)c2cccc(S(=O)(=O)N3CC(C)OC(C)C3)c2)cc1OCC (configuration not stated)
    -24 | i
> O=C(CCN1C(=O)c2ccccc2S1(=O)=O)Nc1ccc(F)c(F)c1F
    -20 | i
> C/C(N)=C(/C#N)C(=O)COC(=O)C1CCN(S(=O)(=O)c2cccs2)CC1
    -25 | ·
> COCC1CCCN(C(=O)c2cc(COc3ccc(C(C)=O)cc3)on2)C1 (configuration not stated)
    -4 | i

# (list continues)
# Results follow in this order: OX1R antag | CHT allo act
> Cn1c(Cn2cnc([N+](=O)[O-])n2)nnc1SCC(=O)Nc1ccc(Br)cc1
    -16 | i
> Cc1occc1C(=O)Nc1c(Cl)cccc1Cl
    -4 | i
> COc1ccc(NC(=O)C2=Cc3cccc(OC)c3OC2)cc1
    -3 | i
> Cc1cc(C)n2nc(C(=O)OCC(=O)N(CCC#N)c3ccc(F)cc3)nc2n1
    -16 | i
> CC(c1ccco1)N(C(=O)c1ccccc1NS(=O)(=O)c1ccc(Cl)c([N+](=O)[O-])c1)c1ccccn1 (configuration not stated)
    24 | i
> O=C(CNC(=O)c1ccncc1)N/N=C/c1cc(Br)ccc1O
    -13 | i
> CC(NC(=O)COC(=O)c1ccc2c(c1)S(=O)(=O)N=C1CCCCCN12)C12CC3CC(CC(C3)C1)C2 (configuration not stated)
    -11 | i
> N#CCSc1nnc(-c2ccccc2O)n1CCc1ccccc1
    -6 | i
> CN(CC(=O)Nc1ccccc1C(=O)Nc1ccccc1)C1CCCCC1
    -30 | ·
> CC(C)OC(=O)CCCN1C(=O)c2ccc(N)cc2C1=O
    -18 | i
> CC(C)C(OC(=O)c1nsc(Cl)c1Cl)C(=O)NC1CCCCC1 (configuration not stated)
    -12 | i
> N=c1n(Cc2ccccc2Cl)c2ccccc2n1CC(O)c1ccco1 (configuration not stated)
    -16 | i
> O=C(Nc1cnn(Cc2ccccc2)c1)c1nc2ncccn2n1
    -16 | i
> Cc1ccc(-n2nnnc2SCC(=O)Nc2ccccc2N2CCCCC2)cc1C
    -47 | i
> CCOC(=O)C(C)Sc1ncc(OC)c(=O)[nH]1 (configuration not stated)
    -14 | i

# Complete entries, looked up by structure:
# Nn1c(SCC(=O)NC2CCS(=O)(=O)C2)nc2scc(-c3ccccc3)c2c1=O (configuration not stated) across the screens: OX1R antag: -14; CHT allo act: ·
# Cc1ccc(-n2nnnc2SCC(=O)Nc2ccccc2N2CCCCC2)cc1C across the screens: OX1R antag: -47; CHT allo act: i
# O=C(CNC(=O)c1ccncc1)N/N=C/c1cc(Br)ccc1O across the screens: OX1R antag: -13; CHT allo act: i

# (list continues)
# Results follow in this order: OX1R antag | CHT allo act
> CC(=O)N1CCc2cc(S(=O)(=O)NC(CC(C)C)C(=O)Nc3cc(C(=O)O)ccc3C)ccc21 (configuration not stated)
    -11 | i
> CCC(=O)Nc1c(-c2ccc(OC)cc2)c(=O)c2ccccc2n1C
    0 | i
> Clc1ccc(OCCN2CCCCC2)c(Cl)c1
    -22 | i
> CC(C)CC(=O)N1CCC(O)(CS(=O)(=O)c2ccc(Cl)c(Cl)c2)CC1
    -17 | i
> CC1Cc2ccccc2N1C(=O)c1cc2sccc2n1Cc1ccccc1 (configuration not stated)
    15 | i
> CN(CC(CC(=O)O)c1ccccc1)S(=O)(=O)c1ccc(Br)cc1 (configuration not stated)
    -15 | i
> O=C(Nc1ccc(Cl)c(Cl)c1)OCc1cncs1
    -8 | i
> O=C(CCc1ccc(O)cc1)N/N=C/c1coc2ccccc2c1=O
    -3 | i
> Cc1noc(C)c1C(=O)OC(C)C(=O)N(C)c1ccccc1 (configuration not stated)
    1 | ·
> Clc1ccc(Br)cc1-c1nc(-c2ccncc2)no1
    -23 | i
> O=C1CC(C(=O)N2CCN(c3ccccn3)CC2)CN1Cc1ccccc1Cl (configuration not stated)
    -24 | i
> COc1cccc(C2=NOC(C(=O)Nc3ccc4c(c3)OCO4)C2)c1 (configuration not stated)
    -9 | i
> COc1cc(CN2CCNC(=O)C2CC(=O)NCCCC2CCCC2)cc(OC)c1 (configuration not stated)
    -35 | i
> c1ccc2c(c1)CN1CCCC1=N2
    -16 | i
> Cc1ccc(Nc2nnc(SCn3nnc4ccccc4c3=O)s2)cc1
    -25 | i

# (more compounds)
# Results follow in this order: OX1R antag | CHT allo act
> CSc1ccccc1OCc1cc(C(=O)N2CCCC2c2nonc2C)no1 (configuration not stated)
    -11 | i
> CSCCC(NS(=O)(=O)c1ccc2c(c1)OCCO2)C(=O)N(C)Cc1ccc(F)cc1 (configuration not stated)
    -7 | i
> Cc1cc(C)c(CN2CCN(C(=O)Cn3cnc4c(OCc5ccccc5)ncnc43)CC2)c(C)c1
    -9 | ·
> COc1ccccc1-n1cc(-c2ccc(C)cc2)[nH]c1=S
    -20 | i
> CS(=O)(=O)N1CCN(c2ccccc2[N+](=O)[O-])CC1
    -5 | i
> Cc1cc(C)c2[nH]c(=O)c(C(c3nnnn3Cc3ccc4c(c3)OCO4)N3CCCCC3)cc2c1 (configuration not stated)
    -12 | i
> Cc1onc(-c2ccccc2Cl)c1C(=O)N1CCN(S(=O)(=O)c2ccc(F)c(F)c2)CC1
    -32 | i
> Cc1ccc(S(=O)(=O)N(C)C[C@@H]2Oc3ccc(NC(=O)Cn4cnnn4)cc3C(=O)N([C@@H](C)CO)C[C@H]2C)cc1
    -2 | ·
> CSc1nc(C)c(C(=O)C[n+]2ccccc2C)cc1C#N
    -23 | i
> CCCCC(=O)NNC(=S)NC(=O)c1ccc([N+](=O)[O-])cc1
    -5 | i
> O=C(CNC(=O)C1CCCCC1)OCn1nnc2ccccc2c1=O
    17 | i
> Cc1cccc2cc(C#N)c(SCC(=O)N3CCC(C)CC3)nc12
    -19 | i
> OCCNc1nc(N2CCCC2)nc(N2CCCC2)n1
    -13 | i
> COc1cccc(NC(=O)CN(C)C(=O)COc2ccccc2Cc2ccccc2)c1
    17 | ·
> O=C(COC(=O)c1ccc(O)cc1)NC(c1ccccc1)c1ccccc1
    -6 | ·

# Continued:
# Results follow in this order: OX1R antag | CHT allo act
> CCCCN(CC)CCNC(=O)CNC(=O)Cn1ccc2ccccc2c1=O
    -14 | i
> COc1ccc(CC(=O)Nc2ccc(S(=O)(=O)Nc3nccs3)cc2)cc1
    0 | i
> CCOC(=O)C1CCCN(C2CC(=O)N(c3ccccc3)C2=O)C1 (configuration not stated)
    -10 | i
> O=C(COc1ccc(Cl)cc1)N(Cc1ccc(F)cc1)C1CCS(=O)(=O)C1 (configuration not stated)
    -8 | i
> CCOC(=O)C1CCN(C(=O)/C(C)=C\c2ccccc2)CC1
    -6 | i
> CN(C)S(=O)(=O)c1cccc(C(=O)N=C2N=C3C=CC(Cl)=CN3Cc3ccccc32)c1
    -31 | i
> O=C(c1cc(-c2ccc(Cl)cc2)n(-c2ccc(Cl)cc2)n1)N1CCOCC1
    -13 | i
> C=CCn1c(SCc2nc(N)nc(N(C)C)n2)nnc1-c1cccnc1
    -11 | i
> Cc1cccc(N2CCN(C(=S)c3ccc([N+](=O)[O-])cc3)CC2)c1
    -8 | i
> Cc1ccc(C(=O)CCC(=O)NNC(=O)c2ccccc2O)cc1
    -9 | ·
> CC(=O)c1cc2c(cc1NC(=O)CSc1ccc(S(=O)(=O)N(C)C)cn1)OCO2
    11 | ·
> CSc1ccc(C(=O)C2CCCN(C(=O)CN3CCOC3=O)C2)cc1 (configuration not stated)
    · | i
> CS(=O)(=O)c1ccc2nc(NC(=O)C3CC(=O)N(c4ccc(F)cc4)C3)sc2c1 (configuration not stated)
    0 | i
> O=C(CSc1nnc(-c2ccco2)o1)NC1CC2CCC1C2 (configuration not stated)
    -23 | i
> CCc1c(C(=O)NC2CCCCC2)[nH]c(C)c1C(C)=O
    -13 | i

# (further entries)
# Results follow in this order: OX1R antag | CHT allo act
> O=C(Cn1c[n+](CC(=O)c2ccc([N+](=O)[O-])cc2)cn1)c1ccc([N+](=O)[O-])cc1
    -12&-3 | i
> COCCNC(=O)C(c1ccc(F)cc1)N(C(=O)CCC(=O)Nc1ccccn1)c1cccc(C)c1 (configuration not stated)
    -21 | i
> Cc1cccc(N(C(=O)c2csnn2)C(C(=O)NC(C)(C)C)c2cccs2)c1 (configuration not stated)
    -16 | i
> CCCN(CC(=O)Nc1cc(Cl)ccc1Cl)C(=O)/C=C/c1cc(OC)ccc1OC
    32 | ·
> COc1cc2c(-c3ccc4cc[nH]c4c3)c(-c3ccsc3)oc(=O)c2cc1OC
    -8 | ·
> COc1ccc(C2Nc3ccccc3C(=O)N2Cc2ccccc2)cc1COc1ccccn1 (configuration not stated)
    -33 | i
> COc1ccc(S(=O)(=O)N2CCOC23CCN(S(=O)(=O)c2ccccc2)CC3)cc1
    -18 | i
> COc1ccc(C(=O)OCCOc2ccccc2C(C)=O)c(O)c1
    -22 | i
> COc1cc(/C=N/N2CCN(Cc3ccc(Cl)cc3)CC2)cc(Br)c1O
    -10 | i
> O=C(CN1C(=O)S/C(=C\c2ccccc2)C1=O)NCCCn1ccnc1
    -25 | i
> CC(Sc1nncs1)C(=O)NCc1ccc2c(c1)OCO2 (configuration not stated)
    4 | i
> COc1ccc(C(=O)Nc2cccc(-c3ccc4nncn4n3)c2)cc1
    -19 | i
> Cn1c(=O)c2c(nc(CN3CCC(C(N)=O)CC3)n2Cc2ccccc2Cl)n(C)c1=O
    -31 | i
> COc1ccccc1/C=C/C(=O)NCc1ccccn1
    0 | i
> O=C(Nc1ccccc1NC(=O)c1ccccc1Cl)c1ccccc1Cl
    -11 | i

# Continued:
# Results follow in this order: OX1R antag | CHT allo act
> Cc1oc2cc3oc(=O)c(CC(=O)N[C@H](C(=O)N[C@@H](C(=O)O)c4ccccc4)C(C)C)c(C)c3cc2c1C
    -17 | i
> CCCCn1c(N)c(N(CC)C(=O)c2cccc(C)c2)c(=O)[nH]c1=O
    -18 | i
> Cc1ccc(C)c(-n2nnnc2SCC(=O)c2ccc3c(c2)NC(=O)CO3)c1
    -9 | i
> CC(=O)NC1=NN(C(C)=O)C(C)(c2ccccn2)S1 (configuration not stated)
    -6 | i
> NC[C@H]1O[C@H](O[C@H]2[C@H](O)[C@@H](O[C@H]3O[C@H](CO)[C@@H](O)[C@H](N)[C@H]3O)[C@H](N)C[C@@H]2N)[C@H](N)C[C@@H]1O
    -15 | i
> CCOC(=O)c1sc(NC(=O)c2ccco2)c(C#N)c1C
    7 | i
> Cc1ccc(NC(=O)COC(=O)C2(CC(=O)NC(C)(C)C)CCCC2)cc1C
    11 | ·
> COc1ccc(CCNC(=O)C2CCN(S(=O)(=O)N3CCOCC3)CC2)cc1OC
    -7 | i
> Cc1ccc(OCC(=O)N2CCc3ccccc3C2)cc1
    -73 | i
> CC(=O)Nc1cccc(C(=O)OCN2C(=O)c3ccccc3C2=O)c1
    · | i
> CCN(CC(=O)Nc1c(F)cccc1F)C(=O)CCc1nc2sc3c(c2c(=O)[nH]1)CCCC3
    -5 | i
> CCCc1sc(N)nc1-c1ccc(C)cc1
    -15 | i
> COc1cc(-c2nnc3sc(-c4ccncc4)nn23)cc(OC)c1OC
    3 | i
> CCN(CC)S(=O)(=O)c1csc(C(=O)OCC(=O)c2ccccc2)c1
    2 | i
> OCC1(Cc2ccccc2)CCN(C2CCN(c3ccc(F)c(F)c3)CC2)CC1
    6 | i

# Next results.
# Results follow in this order: OX1R antag | CHT allo act
> COc1cccc(CNC(=O)C2CCN(S(=O)(=O)c3cccs3)CC2)c1
    -8 | i
> CN(C)c1ccc(NC(=O)Cn2c(=O)n(Cc3ccccc3)c(=O)c3ccccc32)cc1
    -26 | i
> CCc1cc(C(=O)Nc2nnc(C3CC3)s2)sc1C
    -17 | ·
> C=CCNC(=S)N1CCN(CCN=CC2=C(O)CC(c3cccs3)CC2=O)CC1 (configuration not stated)
    -27 | i
> COc1ccc(OC)c(/C=N\NC(=O)c2ccc(=O)n(C)c2)c1
    -15 | i
> Cc1sc(NC(=O)C(C)C)c(C(=O)Nc2ccccc2)c1C
    -42 | i
> N#C/C(=C(/O)C(Cl)(Cl)Cl)c1nc2ccccc2[nH]1
    -9 | i
> CCN(CC)S(=O)(=O)c1ccc(NC(=O)CNC2CCCCC2)cc1
    -15 | i
> CC1CN(C(=O)CCC(=O)NCCCN2CCC(Cc3ccccc3)CC2)c2cc(Cl)ccc2O1 (configuration not stated)
    -39 | i
> COc1cc2c(cc1OC)CN(C(=O)c1ccco1)CC2
    -8 | i
> O=c1c2ccccc2n2c(-c3cccc(F)c3)nnc2n1Cc1ccccc1
    -19 | i
> O=S(=O)(c1cccs1)N1CCN(CCOc2ccc(Cl)cc2)CC1
    2 | ·
